# Neddyl block = inhibitors of cullin neddylation, primary screen, biochemical, TR-FRET, uHTS, NAE and Ubc12; 360,000 tested, 0.58% active; calls only at 25 µM; in the data active = inhibition above about 36%
# E coli Lon inh = inhibitors of E. coli Lon protease, primary screen, biochemical, fluorescence polarization; 360,000 tested, 0.42% active; inhibition, % at 7.94 µM; purified E. coli Lon protease; in the data active = inhibition above about 13%, passing the limit was not always enough;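 note: 0% = enzyme with probe and DMSO and 100% = no enzyme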
# bovine MsrA act = bovine MsrA enzyme activators, primary screen, biochemical, absorbance, HTS | AID 602163, 2012 | 360,000 tested, 0.3% active | activation, % at 10.6 µM | Methionine sulfoxide reductase A (Bos taurus) | purified bovine MsrA, absorbance read-out; in the data active = activation above about 7.5%;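 note: 0% = vehicle and 100% = reference activator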
# MsrA inhibitor = bovine MsrA enzyme inhibitors, primary screen, biochemical, absorbance, HTS; purified bovine MsrA, absorbance read-out; inhibition, % at 15.5 µM; 360,000 tested, 0.75% active; in the data active = inhibition above about 4.5%;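 note: 0% = vehicle wells with enzyme and 100% = reference inhibitor wells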
# NRP1-CendR mod = modulators of CendR peptide binding to NRP-1, primary screen, biochemical, fluorescence polarization, uHTS | Neuropilin-1 (Homo sapiens), O14786 | FAM-RPARPAR peptide binding to NRP-1 | inhibition, % at 25 µM | 360,000 tested, 0.85% active;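 active = inhibition or corrected inhibition above about 18%, plus a signal ratio from 0.5 to 1.5, limit read from the data, passing the limit was not always enough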; note: strong numbers were not always called active
# MT1-MMP act inh = blockers of MT1-MMP proenzyme processing, primary screen, HT1080 RFP-PRO-GFP cells, GFP/RFP fluorescence; Matrix metalloproteinase-14 (Homo sapiens), P50281; GFP/RFP ratio fluorescence, overnight; percent of plate control window, DMSO zero; GFP/RFP ratio change, % at 20 µM; 360,000 tested, 0.061% active;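 active = GFP/RFP ratio change of at least 30% with cell ATP level not reduced by more than half and red fluorescence within 50% of control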; note: strong numbers were not always called active
#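 system = RFP-PRO-GFP reporter HT1080 cells | dosing = 20 µM single dose, 1% DMSO | timing = overnight cell settling, then overnight compound exposure, 37 °C, 5% CO2 | read-out basis = GFP/RFP fluorescence ratio | controls = DMSO and RFP-L50D-GFP cell wells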
# Rin1 Abl inh = inhibitors of Rin1-Abl protein binding, primary screen, biochemical, TR-FRET; inhibition, % at 7.35 µM; 360,000 tested, 0.4% active; AID 588664, 2011; in the data active = inhibition above about 5%, passing the limit was not always enough
# Target sequence (P00519 whole entry, looked up): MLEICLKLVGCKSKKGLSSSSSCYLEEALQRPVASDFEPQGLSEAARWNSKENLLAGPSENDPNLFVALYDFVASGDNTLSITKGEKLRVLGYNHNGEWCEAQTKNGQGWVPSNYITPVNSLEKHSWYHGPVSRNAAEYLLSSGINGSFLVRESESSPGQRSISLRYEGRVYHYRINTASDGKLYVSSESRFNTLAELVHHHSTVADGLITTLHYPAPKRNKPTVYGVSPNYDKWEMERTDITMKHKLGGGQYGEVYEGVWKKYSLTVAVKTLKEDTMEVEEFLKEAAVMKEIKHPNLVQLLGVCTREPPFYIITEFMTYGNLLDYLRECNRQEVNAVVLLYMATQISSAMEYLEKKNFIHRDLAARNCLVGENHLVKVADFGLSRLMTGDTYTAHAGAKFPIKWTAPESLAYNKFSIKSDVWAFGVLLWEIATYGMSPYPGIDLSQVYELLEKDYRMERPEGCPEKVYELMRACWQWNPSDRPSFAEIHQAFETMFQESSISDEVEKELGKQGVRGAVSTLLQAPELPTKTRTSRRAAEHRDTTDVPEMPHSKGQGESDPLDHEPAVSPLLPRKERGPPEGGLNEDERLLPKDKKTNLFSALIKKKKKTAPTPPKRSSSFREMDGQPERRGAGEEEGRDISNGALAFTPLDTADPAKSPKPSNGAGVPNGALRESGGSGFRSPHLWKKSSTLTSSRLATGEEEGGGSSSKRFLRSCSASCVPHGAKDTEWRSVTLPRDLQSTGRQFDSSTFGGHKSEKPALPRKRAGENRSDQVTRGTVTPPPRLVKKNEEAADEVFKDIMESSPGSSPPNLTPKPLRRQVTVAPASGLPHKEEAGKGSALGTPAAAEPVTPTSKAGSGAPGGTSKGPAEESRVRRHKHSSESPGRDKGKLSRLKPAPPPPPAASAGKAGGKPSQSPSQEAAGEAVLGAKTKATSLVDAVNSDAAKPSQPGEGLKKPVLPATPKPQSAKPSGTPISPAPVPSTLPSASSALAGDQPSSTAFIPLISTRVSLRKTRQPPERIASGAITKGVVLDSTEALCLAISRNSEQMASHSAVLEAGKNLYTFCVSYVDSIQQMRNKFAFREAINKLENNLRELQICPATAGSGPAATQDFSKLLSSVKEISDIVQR
# Target sequence (Q13671 whole entry, looked up): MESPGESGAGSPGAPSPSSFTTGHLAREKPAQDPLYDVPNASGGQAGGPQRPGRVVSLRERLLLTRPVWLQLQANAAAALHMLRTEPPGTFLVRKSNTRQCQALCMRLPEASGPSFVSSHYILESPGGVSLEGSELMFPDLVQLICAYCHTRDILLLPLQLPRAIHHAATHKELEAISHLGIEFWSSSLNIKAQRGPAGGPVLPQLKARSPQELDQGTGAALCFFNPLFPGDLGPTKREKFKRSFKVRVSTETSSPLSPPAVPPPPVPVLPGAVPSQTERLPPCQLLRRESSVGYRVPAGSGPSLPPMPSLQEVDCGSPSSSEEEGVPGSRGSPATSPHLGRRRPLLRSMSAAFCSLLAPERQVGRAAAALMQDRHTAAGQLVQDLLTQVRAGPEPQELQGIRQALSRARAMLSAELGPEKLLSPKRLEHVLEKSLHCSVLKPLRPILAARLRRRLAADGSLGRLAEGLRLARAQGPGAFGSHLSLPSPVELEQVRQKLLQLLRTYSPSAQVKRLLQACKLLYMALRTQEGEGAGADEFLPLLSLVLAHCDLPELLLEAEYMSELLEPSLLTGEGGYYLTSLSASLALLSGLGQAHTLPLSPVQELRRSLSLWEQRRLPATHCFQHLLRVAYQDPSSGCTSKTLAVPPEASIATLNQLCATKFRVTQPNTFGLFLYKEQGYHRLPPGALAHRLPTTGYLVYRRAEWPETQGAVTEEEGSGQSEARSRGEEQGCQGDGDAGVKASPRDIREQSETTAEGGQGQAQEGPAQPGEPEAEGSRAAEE
# SKN-1 block = suppressors of acrylamide-induced Pgst-4::GFP reporter in worms, primary screen, SKN-1 inhibitor project, whole organism, uHTS, GFP/RFP fluorescence ratio, strain VP596 | C. elegans VP596 Pgst-4::GFP/RFP ratio, 24 h | inhibition, % at 21.8 µM | 360,000 tested, 0.49% active;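 active = interference check ratio from 0.5 to 1.5 plus GFP to RFP signal ratio inhibition reaching or exceeding a fixed threshold, cut at about 30% in these data, passing the limit was not always enough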; note: some compounds called inactive have numbers as strong as hits
# FAS TE block = FAS thioesterase domain inhibitors, primary screen, biochemical, fluorescence intensity, uHTS; 360,000 tested, 0.67% active; inhibition, % at 15 µM; recombinant FAS-TE, OMFH fluorogenic substrate, fluorescence endpoint; Fatty acid synthase (Homo sapiens), P49327; AID 602261, 2012;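 active = compounds whose normalised, plate-corrected inhibition of enzyme fluorescence in the single-dose primary screen is 50% or more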;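 note: 0% = DMSO with enzyme and 100% = substrate without enzyme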
# An asterisk follows results filed as active; i = inactive; x = no result given. Compounds were not picked by outcome; any-hit rate near 4.2%.
SMILES,Neddyl block,E coli Lon inh,bovine MsrA act,MsrA inhibitor,NRP1-CendR mod,MT1-MMP act inh,Rin1 Abl inh,SKN-1 block,FAS TE block
CCn1c(CNc2ccc(F)cc2)nnc1SCC(=O)OC1CCCCC1,i,-4,-1,1.3,0,4,1,3,2
O=C(CCNS(=O)(=O)c1ccccc1)NNC(=O)c1csc(N2CCOCC2)n1,i,-6,0,0.6,-5,-4,0,12,-8
COc1ccc(NC(=O)C2CCCN(c3c4c(nc5ncnn35)CCC4)C2)cc1 (centres undefined),i,16,0,-1.0,3,4,-2,-9,-2
CN1C(=O)[C@H]2[C@@H](c3ccc(C(F)(F)F)cc3)N[C@]3(CCCN(Cc4ccc(F)cc4)C3=O)[C@H]2C1=O,i,-1,-3,-0.5,-3,4,-1,9,-2
O=C(CNc1ccc(C(F)(F)F)cc1)Nc1cccc(S(=O)(=O)N2CCCCC2)c1,i,-1,-1,1.8,-3,-6,2,10,29
CCOc1ccc2oc(C(=O)N(C)CC(=O)Nc3ccc(OCC)c(OCC)c3)c(C)c2c1,i,-5,-1,-0.8,-4,-2,3,0,6
NC(=O)C1CC12c1ccccc1-c1ccccc12 (centres undefined),i,6,-5,-1.4,-8,0,3,-14,-6
Cc1cccc(NC(=O)CCCCCN2C(=O)c3ccccc3C2=O)n1,i,6,-7,-0.2,-8,4,4,-4,-10
CC(C)(C)N/N=C/c1cc(Cl)cc([N+](=O)[O-])c1O,i,3,1,0.7,10,3,-2,9,3
CSc1ncccc1C(=O)OCC(=O)Nc1ccc(Cl)cn1,i,-6,-1,1.4,3,4,-1,24,2
O=C(CCNC(=O)c1ccc([N+](=O)[O-])cc1)Nc1ccc(F)cc1,i,-3,-2,-0.3,0,0,-1,15,47
COc1cc(C(=O)NCCc2ccc(S(=O)(=O)N3CCCC3)cc2)cc(OC)c1OC,i,3,-1,-0.1,3,3,1,-4,-3
CCOC(=O)N1CCN(C(=O)Cn2ccc3c(OC)cccc3c2=O)CC1,i,6,-15,2.5,5,-5,0,-16,-5
COc1ccc(C)cc1NC(=O)C(OC(=O)CNC(=O)c1ccc(Br)cc1)c1ccccc1 (centres undefined),i,1,-2,1.6,-10,-1,-3,10,13
CC(C)C(=O)Nc1ccc([N+](=O)[O-])c(C(F)(F)F)c1,i,-4,-11,-0.1,-1,8,0,-7,10
O=C(c1cnn2c(-c3ccccc3)cc(-c3ccccc3)nc12)N1CCN(Cc2ccccc2)CC1,x,3,-1,-0.3,6,-2,-7,4,27
COC(=O)[C@@]12C[C@@H](CC(=O)NCc3cccc(C(F)(F)F)c3)C(=O)N(CCc3ccc(OC)c(OC)c3)C1=CCC(C)(C)C2,i,x,x,-0.6,6,-1,x,1,x
CC1Cc2ccccc2N1C(=O)Cn1c(=O)cc(O)c2ccccc21 (centres undefined),i,-1,0,-0.4,-9,5,5,8,0
CCCCn1c(CNC(=O)CCC)nc2ccccc21,i,-3,3,0.0,0,-3,-2,-14,-5
CCN(CC)S(=O)(=O)c1cccc(C(=O)OCC(=O)NC(C)c2ccccc2)c1 (centres undefined),i,-1,-1,-0.7,-8,3,-2,9,0
COc1ccccc1C(=O)C1CCCN(C(=O)CCn2cnnn2)C1 (centres undefined),i,6,-9,-0.5,-7,-2,2,-15,-5
Cn1c(SCC(=O)OC2CCCCC2)nnc1-c1ccco1,i,-5,-3,-1.8,7,-8,-3,7,-8
O=C(Nc1cccc(Cl)c1)/C(=C\c1cccnc1)NC(=O)c1ccco1,i,-8,-2,1.0,6,5,0,1,-4
C[C@H](CO)N1C[C@H](C)[C@@H](CN(C)S(=O)(=O)c2ccc(F)cc2)Oc2ccc(NS(=O)(=O)c3ccccc3)cc2C1=O,i,5,-1,0.5,-10,5,-2,-9,-5
CCc1ccc(NC(=O)CSCc2ccc(C(=O)O)cc2)cc1,i,-4,-13,-0.3,1,6,2,-6,-11
N/C(=N\OC(=O)COc1ccc(Cl)cc1Br)c1ccncc1,i,6,-3,-1.4,8,4,3,16,12
COC(=O)CSc1nc(C)cc(C)c1C#N,i,0,-3,-1.3,23,-5,4,0,1
CCCCN(C(=O)C1CCCO1)c1c(N)n(CCC)c(=O)[nH]c1=O (centres undefined),i,-2,-3,0.5,21,-1,-1,-5,-7
O=C(Nc1ccc2c(c1)nc1n2CCOC1)c1ccco1,i,7,-1,0.6,-5,0,1,9,-7
O=C(OCc1ccccc1)Oc1cncc(C(=O)O)c1,i,5,-9,0.2,-9,0,3,-2,-1
Cc1cc(C)c2c(n1)nn1c(N3CCN(c4ccccc4)CC3)cc(C)nc21,i,0,2,-0.1,9,3,-6,16,3
O=C1C2C3C=CC(CNS(=O)(=O)c4ccccc4[N+](=O)[O-])(O3)C2C(=O)N1c1ccccc1 (centres undefined),i,-3,-7,-0.9,5,4,2,14,-4
Nc1cccc(-c2csc(-n3ncc(C(=O)O)c3C(F)(F)F)n2)c1,i,-12,0,0.9,3,-2,-3,12,-6
COc1cc(S(=O)(=O)NC2CC(C)(C)NC(C)(C)C2)c(OC)cc1Cl,i,13,-3,-0.7,1,-2,2,11,-6
Cc1ccc[n+](CC(=O)Nc2ccc(C)c(C)c2)c1,i,2,-3,0.2,10,-3,-2,19,-3
CCOc1ccc(NC(=S)N2CCC(C(=O)c3ccc(OC)cc3)CC2)cc1,i,-5,-6,2.5,-5,-2,-2,-3,1
CCOc1ccccc1/C=C/C(=O)c1ccc(Cl)cc1,i,9,-2,-1.4,7,-6,0,1,17
O=C(Nc1ccccc1C(=O)NCC1CCCO1)c1ccc(Cl)cc1 (centres undefined),i,-6,-3,-0.4,15,-1,1,6,2
C=CCn1c(SCC(C)=O)nc2scc(-c3ccc(C)o3)c2c1=O,i,-5,-7,0.9,4,-6,-3,-5,10
CCN1CCN(c2cc3c(cc2F)c(=O)c(C(=O)O)cn3C2CC2)CC1,x,1,-2,1.2,-8,-2,-4,6,-1
O=C(CN1C(=O)C(=O)c2ccccc21)NC1CCCCC1,i,2,0,-0.1,1,-8,-8,3,-5
Cc1ccc(C)n1-c1ccc(NC(=O)c2ccccc2)cc1,i,-25,-5,-1.3,-42,-5,-1,13,-4
CC1(C)C(c2ccc(Cl)cc2)=[N+]([O-])C2(CCCC/C2=N\O)N1O (centres undefined),i,2,-5,0.5,9,1,2,11,-3
Cc1cc(NS(=O)(=O)c2ccc(NC(=O)c3cccnc3)cc2)nc(C)n1,i,7,-6,-0.3,16,1,3,-2,-8
Cc1ccc(OC(=O)c2cccc(S(=O)(=O)N3CCN(C)CC3)c2)c(Br)c1,i,-1,-5,-1.1,-6,5,0,-6,9
CCOC(=O)c1cnc(SC)nc1Sc1ccccc1Cl,i,10,-5,8.2*,15,-4,0,12,20
O=C1CC2(CON=C2c2ccc(F)cc2)C(=O)N1c1ccc(F)cc1 (centres undefined),i,9,1,0.7,4,5,3,10,2
CCOc1ccc(CCNC(=O)CSC(=S)N2CCCC2)cc1OCC,i,8,-1,-0.5,-3,-3,0,0,-6
Cc1cc(/C=C2\SC(=O)NC2=O)c(C)n1-c1ccc(N(C)C)cc1,i,-14,-8,0.8,-12,9,-1,-5,-9
O=C(Nc1ccc(N2CCOCC2)cc1N1CCOCC1)c1ccc([N+](=O)[O-])cc1Cl,i,-4,0,0.3,-29,6,1,-2,3
O=C(CC1SCCNC1=O)Nc1cc(Cl)cc(Cl)c1 (centres undefined),i,-4,-5,1.7,2,1,11*,-12,-9
COc1ccc(NC(=O)CN(C)C(=O)C2CSC3(C)CCC(=O)N23)cc1 (centres undefined),i,1,-4,-1.2,4,-2,5,-10,-5
CC1(C)C(=O)Nc2ccccc2N1C(=O)COC(=O)c1ccc(NC(N)=O)cc1,i,-1,-2,-1.2,-6,9,-1,11,-6
CN(C)S(=O)(=O)N1CCC(Oc2cccc(C(=O)NC3CCOC3)c2)CC1 (centres undefined),i,-9,-3,-0.7,1,-2,1,13,-4
O=C(COC(=O)/C=C/c1ccc([N+](=O)[O-])cc1)NCc1ccccc1,i,-2,-8,1.1,-1,-5,0,-6,-3
Cc1ccc(S(=O)(=O)N(CCCN(C)C)Cc2ccc3c(c2)OCO3)cc1,i,-3,-3,-1.5,4,-6,6,-16,-5
CCC(C)[C@H](NC(=O)NCc1ccc(OC)c(OC)c1)C(=O)O (some centres undefined),i,2,-3,-2.0,0,2,-2,9,-7
CC(C)Oc1ccc(CNC(=O)c2ccc3nc(N4CCOCC4)sc3c2)cc1,i,7,-1,0.5,2,4,-4,6,5
CCC(C)(C)C1CCC2(CC1)NC(=O)N(CC(=O)N(C)CCOc1ccc(Cl)cc1)C2=O (centres undefined),i,1,-2,-0.3,6,-5,0,6,7
OC(COCc1ccc(Cl)cc1)CN1CCN(CC(O)COCc2ccc(Cl)cc2)CC1 (centres undefined),i,-2,1,-0.1,-7,-8,-1,29,-6

# (further entries)
SMILES,Neddyl block,E coli Lon inh,bovine MsrA act,MsrA inhibitor,NRP1-CendR mod,MT1-MMP act inh,Rin1 Abl inh,SKN-1 block,FAS TE block
COc1cccc(C(=O)NNC(=O)c2cccc(F)c2)c1,i,2,-2,-0.6,7,-3,-2,6,-3
CCOc1cc(CNCCc2ccc(S(N)(=O)=O)cc2)ccc1OCC(=O)NC1CCCCC1,i,9,-2,-0.6,7,0,-4,17,-3
N#Cc1ccc(C23OCCN2CCn2nc4ccccc4c23)cc1 (centres undefined),i,-2,-11,0.1,4,-3,4,-24,-9
COc1ccc(CCn2cnc3c([nH]c4ccccc43)c2=O)cc1,i,7,-3,-0.2,8,-5,1,8,-8
COc1ccc(/C(C)=N/NC(=O)C2CC2)cc1,i,-2,-1,-0.9,1,0,1,-5,-3
O=C(NC1CCN(Cc2ccccc2)CC1)c1ccccc1OCc1ccccc1,i,-6,-1,0.3,-8,-4,2,21,13
COc1cccc(NC(=O)c2cnc(SC)nc2C)c1,i,5,0,-0.8,-11,2,1,13,-2
Cc1cccc(N(CC(=O)Nc2cccnc2)S(C)(=O)=O)c1,i,-3,-11,1.5,14,-2,4,-2,-7
COc1ccccc1C(OC(=O)c1cccs1)C(=O)NCC1CCCO1 (centres undefined),i,7,-1,-0.5,9,12,0,9,-2
CCOC(=O)c1ccc(CS(=O)c2ccc(Cl)cc2)o1 (centres undefined),i,1,2,-0.7,-2,3,-3,11,-7
CCN(CC)c1ncnnc1-c1ccccc1,i,2,-4,0.7,-4,6,-2,11,-7

# In the list so far, 5 contain two or more sulfur atoms.
SMILES,Neddyl block,E coli Lon inh,bovine MsrA act,MsrA inhibitor,NRP1-CendR mod,MT1-MMP act inh,Rin1 Abl inh,SKN-1 block,FAS TE block
O=C(CCNS(=O)(=O)c1ccccc1)NNC(=O)c1csc(N2CCOCC2)n1,i,-6,0,0.6,-5,-4,0,12,-8
C[C@H](CO)N1C[C@H](C)[C@@H](CN(C)S(=O)(=O)c2ccc(F)cc2)Oc2ccc(NS(=O)(=O)c3ccccc3)cc2C1=O,i,5,-1,0.5,-10,5,-2,-9,-5
C=CCn1c(SCC(C)=O)nc2scc(-c3ccc(C)o3)c2c1=O,i,-5,-7,0.9,4,-6,-3,-5,10
CCOC(=O)c1cnc(SC)nc1Sc1ccccc1Cl,i,10,-5,8.2*,15,-4,0,12,20
CCOc1ccc(CCNC(=O)CSC(=S)N2CCCC2)cc1OCC,i,8,-1,-0.5,-3,-3,0,0,-6

# Screens as filed in PubChem BioAssay.
